Tb MetRS inh = blocks T. brucei methionyl-tRNA synthetase activity; purified T. brucei MetRS, ATP depletion, Kinase-Glo luminescence; inhibition, % at 11.9 µM; 360,000 compounds, 0.4% hits; AID 624268;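 active means inhibition above a per-plate cutoff of the control wells' mean inhibition plus 3 SD, cut at about 5.5% in these data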;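 further: 0% = DMSO wells median and 100% = median of wells with control inhibitor compound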
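Assay system: T. brucei methionyl-tRNA synthetase, purified | Medium: HEPES buffer with MgCl2, KCl, DTT, spermine, BSA, pyrophosphatase | Compound: 11.9 µM single point | Incubation: 15 min enzyme-compound preincubation, 2 h reaction, 10 min detection, 25 °C | Measured by: Kinase-Glo luciferase luminescence reporting remaining unconsumed ATP | Measure: % inhibition normalized to control-well medians | Replication: Singlicate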
FAS TE block = inhibitors of human fatty acid synthase thioesterase domain; P49327; recombinant FAS-TE, OMFH fluorogenic substrate, fluorescence endpoint; inhibition, % at 15 µM; 360,000 compounds, 0.67% hits; AID 602261;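 active means compounds whose normalised, plate-corrected inhibition of enzyme fluorescence in the single-dose primary screen is 50% or more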;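 further: 0% = DMSO with enzyme and 100% = substrate without enzyme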
Target sequence (P49327 whole entry, looked up, the tested form may be a part): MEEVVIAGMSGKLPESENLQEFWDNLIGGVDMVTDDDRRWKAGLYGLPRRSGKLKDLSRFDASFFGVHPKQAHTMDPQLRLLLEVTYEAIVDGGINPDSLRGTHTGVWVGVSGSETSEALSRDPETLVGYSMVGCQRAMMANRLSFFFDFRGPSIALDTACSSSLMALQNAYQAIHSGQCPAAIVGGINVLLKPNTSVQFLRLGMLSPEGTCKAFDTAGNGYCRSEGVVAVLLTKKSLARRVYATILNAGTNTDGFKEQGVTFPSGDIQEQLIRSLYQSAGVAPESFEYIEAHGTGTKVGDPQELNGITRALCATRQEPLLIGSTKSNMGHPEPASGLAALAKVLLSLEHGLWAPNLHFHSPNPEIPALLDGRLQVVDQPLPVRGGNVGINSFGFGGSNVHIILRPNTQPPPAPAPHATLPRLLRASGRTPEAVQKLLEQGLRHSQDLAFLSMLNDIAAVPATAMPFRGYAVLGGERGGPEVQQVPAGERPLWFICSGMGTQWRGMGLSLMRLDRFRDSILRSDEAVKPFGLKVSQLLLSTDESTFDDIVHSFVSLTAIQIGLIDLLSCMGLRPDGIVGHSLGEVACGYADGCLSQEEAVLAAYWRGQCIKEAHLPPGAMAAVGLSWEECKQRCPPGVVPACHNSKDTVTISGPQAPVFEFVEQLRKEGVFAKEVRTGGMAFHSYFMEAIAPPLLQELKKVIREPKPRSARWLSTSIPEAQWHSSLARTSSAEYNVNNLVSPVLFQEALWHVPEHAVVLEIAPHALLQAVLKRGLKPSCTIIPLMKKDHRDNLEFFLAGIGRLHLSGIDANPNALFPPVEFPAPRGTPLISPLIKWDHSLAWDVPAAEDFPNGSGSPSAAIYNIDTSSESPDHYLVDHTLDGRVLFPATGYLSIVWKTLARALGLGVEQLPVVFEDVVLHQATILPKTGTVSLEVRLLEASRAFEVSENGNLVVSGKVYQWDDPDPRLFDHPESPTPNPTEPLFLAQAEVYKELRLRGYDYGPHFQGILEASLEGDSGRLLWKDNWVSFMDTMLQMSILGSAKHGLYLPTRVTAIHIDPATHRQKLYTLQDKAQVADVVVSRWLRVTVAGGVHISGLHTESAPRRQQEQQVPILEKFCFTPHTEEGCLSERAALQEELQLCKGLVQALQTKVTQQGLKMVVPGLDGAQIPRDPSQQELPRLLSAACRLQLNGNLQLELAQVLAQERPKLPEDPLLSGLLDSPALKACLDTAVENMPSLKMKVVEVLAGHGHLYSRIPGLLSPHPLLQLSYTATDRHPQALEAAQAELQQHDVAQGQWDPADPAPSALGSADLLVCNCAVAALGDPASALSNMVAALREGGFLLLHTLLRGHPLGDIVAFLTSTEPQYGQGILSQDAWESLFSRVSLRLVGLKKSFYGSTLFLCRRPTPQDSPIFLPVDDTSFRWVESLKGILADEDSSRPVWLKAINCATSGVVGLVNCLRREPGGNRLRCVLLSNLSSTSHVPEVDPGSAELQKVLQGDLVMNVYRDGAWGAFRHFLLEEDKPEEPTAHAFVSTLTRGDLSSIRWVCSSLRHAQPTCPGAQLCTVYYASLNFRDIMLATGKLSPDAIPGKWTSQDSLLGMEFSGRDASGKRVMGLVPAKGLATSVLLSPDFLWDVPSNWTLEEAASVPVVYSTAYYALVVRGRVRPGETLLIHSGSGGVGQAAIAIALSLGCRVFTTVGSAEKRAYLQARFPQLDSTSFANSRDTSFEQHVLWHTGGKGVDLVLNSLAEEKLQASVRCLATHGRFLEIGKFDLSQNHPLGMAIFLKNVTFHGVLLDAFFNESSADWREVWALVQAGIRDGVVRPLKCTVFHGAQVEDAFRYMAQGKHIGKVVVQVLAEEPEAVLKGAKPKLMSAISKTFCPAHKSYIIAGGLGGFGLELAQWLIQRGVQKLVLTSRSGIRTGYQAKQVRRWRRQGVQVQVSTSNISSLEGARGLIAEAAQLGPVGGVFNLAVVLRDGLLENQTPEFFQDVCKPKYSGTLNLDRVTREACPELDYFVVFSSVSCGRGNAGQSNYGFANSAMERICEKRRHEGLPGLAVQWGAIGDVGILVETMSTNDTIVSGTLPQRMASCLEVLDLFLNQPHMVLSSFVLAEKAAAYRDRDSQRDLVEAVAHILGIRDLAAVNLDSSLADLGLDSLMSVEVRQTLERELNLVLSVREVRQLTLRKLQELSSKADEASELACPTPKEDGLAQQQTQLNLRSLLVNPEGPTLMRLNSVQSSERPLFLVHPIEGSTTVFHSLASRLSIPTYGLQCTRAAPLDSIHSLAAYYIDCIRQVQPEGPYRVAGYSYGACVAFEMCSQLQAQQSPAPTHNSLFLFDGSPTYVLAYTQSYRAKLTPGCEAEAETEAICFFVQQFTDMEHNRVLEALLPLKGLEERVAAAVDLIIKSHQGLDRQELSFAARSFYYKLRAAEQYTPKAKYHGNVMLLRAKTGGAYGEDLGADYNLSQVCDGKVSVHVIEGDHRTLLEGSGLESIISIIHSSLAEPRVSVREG
eLon inh = inhibitors of E. coli Lon protease. purified E. coli Lon protease, fluorescence polarization. inhibition, % at 7.94 µM. 360,000 compounds, 0.42% hits; in the data active means inhibition above about 13%, passing the limit was not always enough;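 further: 0% = enzyme with probe and DMSO and 100% = no enzyme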
MsrA inh = inhibits bovine methionine sulfoxide reductase A; inhibition, % at 15.5 µM; 360,000 compounds, 0.75% hits; purified bovine MsrA, absorbance read-out; in the data active means inhibition above about 4.5%;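 further: 0% = vehicle wells with enzyme and 100% = reference inhibitor wells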
MT1-MMP act inh = inhibitors of human MT1-MMP activation | HT1080 RFP-PRO-GFP cells, GFP/RFP ratio fluorescence, overnight; percent of plate control window, DMSO zero | GFP/RFP ratio change, % at 20 µM | 360,000 compounds, 0.061% hits | AID 651647;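 active means GFP/RFP ratio change of at least 30% with cell ATP level not reduced by more than half and red fluorescence within 50% of control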; further: strong numbers were not always called active
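Test system: HT1080 RFP-PRO-GFP cells; Benchmarks: DMSO and RFP-L50D-GFP cell wells; Timing: cells overnight before dosing, compound overnight, 37 °C, 5% CO2; Compound: one 20 µM compound dose with 1% DMSO; Read-out: GFP/RFP fluorescence ratio.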
MLLE-PAM2 inh = blocks PAM2 peptide binding to the PABP1 MLLE domain; inhibition, % at 20 µM; P11940; GST-MLLE / FITC-PAM2 fluorescence polarization; AID 588489; 360,000 compounds, 0.36% hits; in the data active means inhibition above about 35%, passing the limit was not always enough;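 further: plate controls were DMSO wells with GST-MLLE for no effect and wells lacking GST-MLLE protein for full effect; some results filed as inactive read as strong as hits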
bovine MsrA act = bovine methionine sulfoxide reductase A activation; purified bovine MsrA, absorbance read-out; activation, % at 10.6 µM; 360,000 compounds, 0.3% hits; in the data active means activation above about 7.5%;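 further: 0% = vehicle and 100% = reference activator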
CendR NRP1 mod = modulators of CendR peptide binding to human neuropilin-1; O14786; FAM-RPARPAR peptide binding to NRP-1, fluorescence polarization; inhibition, % at 25 µM; 360,000 compounds, 0.85% hits;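 active means inhibition or corrected inhibition above about 18%, plus a signal ratio from 0.5 to 1.5, limit read from the data, passing the limit was not always enough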; further: strong numbers were not always called active
SKN-1 block = inhibitors of C. elegans SKN-1. C. elegans VP596 Pgst-4::GFP/RFP ratio, acrylamide-induced, 24 h. inhibition, % at 21.8 µM. 360,000 compounds, 0.49% hits. AID 624304;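 active means interference check ratio from 0.5 to 1.5 plus GFP to RFP signal ratio inhibition reaching or exceeding a fixed threshold, cut at about 30% in these data, passing the limit was not always enough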; further: some compounds called inactive have numbers as strong as hits
Active calls of the source: *; x = no result given. Not a hit list; 4% or so of the library scored in one or more.

no.	Molecule	Tb MetRS inh	FAS TE block	eLon inh	MsrA inh	MT1-MMP act inh	MLLE-PAM2 inh	bovine MsrA act	CendR NRP1 mod	SKN-1 block
1	CC(C)Nc1nnc(SCC(=O)/C=C2\N(C)c3ccccc3C2(C)C)s1	-0.5	-6.4	-29.6	2.2	2.1	-2.6	-3.3	-28.6	8.5
2	CCOC(=O)C1CCN(S(=O)(=O)c2c(C)n(C)c(=O)n(C)c2=O)CC1	0.5	-6.1	-12.0	0.8	-3.8	5.7	-2.6	5.1	5.2
3	Nc1ccc(-n2nncc2-c2ccc(Cl)cc2)cc1	-0.2	2.8	1.0	-0.5	-7.6	8.1	5.7	-2.8	9.3
4	CSc1ccc(N/N=C(/C#N)S(=O)(=O)C(C)(C)C)cc1	-0.3	-4.2	3.3	1.6	-2.6	0.6	-5.1	-2.8	5.8
5	Cc1cc(N2C(=O)C3C4CC(c5ccccc5)C(C4)C3C2=O)no1 (stereo unspecified)	-0.3	-2.2	0.8	1.1	1.3	0.8	-1.1	7.9	-6.0
6	COc1ccc(N2CCN(C(=O)CCN3C(=S)NC(C)(C)CC3C)CC2)cc1 (stereo unspecified)	0.6	-4.9	-3.8	-0.4	0.3	-69.7	-3.1	-3.1	-11.0
7	CCCn1c(=O)c(C(=O)NCc2ccco2)c(O)c2ccccc21	-1.3	0.6	-4.0	-0.2	4.6	-1.6	-2.6	3.2	4.8
8	CCCCNc1c(C(=O)OCC)c(=O)[nH]c2ccccc12	-1.6	-7.0	-13.2	0.1	1.2	4.7	-6.2	-2.4	-10.7
9	CC(C)C(NC(=O)c1ccc(F)cc1)C(=O)Nc1cccnc1 (stereo unspecified)	-0.2	-6.5	-13.9	2.7	-0.8	8.7	0.9	-8.1	3.3
10	CCCn1nc(C(=O)NNC(=O)C2CSC3(C)CCC(=O)N23)c2ccccc2c1=O (stereo unspecified)	0.2	-5.1	-1.9	0.2	2.5	-3.9	-2.1	4.3	-1.4
11	Cc1cccc(CSc2nnc(-c3ccco3)n2C)c1	-0.9	-7.1	-3.2	-0.2	0.8	-28.9	-12.2	4.2	2.4
12	CCOc1cc(CNCCO)cc(Br)c1OCc1ccccc1	-0.6	-1.1	2.8	0.3	x	-10.1	-1.4	11.9	-3.9
13	O=C(O)CSc1nc2sc3c(c2c(=O)n1Cc1ccccc1)CCCCC3	-0.4	5.5	-0.6	1.6	6.1	5.2	-3.5	-9.0	1.0
14	Cn1ccnc1COc1ccc(C=O)cc1	-1.7	-3.2	0.5	0.3	1.3	-9.2	-2.1	0.0	-2.7
15	CCc1ccc(Nc2n[n+](-c3ccccc3)c(-c3cccc(Cl)c3Cl)s2)cc1	-0.1	-133.1	1.9	0.5	-0.3	26.8	-3.9	7.2	-7.8
16	COc1ccc(N2CCN(c3oc(Cc4cccc5ccccc45)nc3C#N)CC2)cc1	-0.6	27.1	-13.0	1.2	-0.6	6.4	-4.6	-7.0	1.0
17	O=C(CS(=O)(=O)c1ccccc1)N1CCCCC1	-0.6	-9.7	3.4	-1.7	3.0	2.4	-6.2	4.2	-12.4
18	CN(Cc1ccccc1)C(=O)CCC(=O)N(C)Cc1ccccc1	-1.3	-3.4	-10.7	-0.9	2.0	3.5	-1.5	6.9	13.7
19	CCOC(=O)N1CCN(c2cc(=O)n(-c3ccccc3C)c(=O)[nH]2)CC1	-0.6	-10.6	0.9	-0.8	-2.6	2.1	2.6	14.9	-8.3
20	NC(Cc1ccc(F)cc1)c1csc(Nc2ccc(S(N)(=O)=O)cc2)n1 (stereo unspecified)	-0.1	-4.6	-5.0	0.0	-6.7	-2.1	-0.9	1.3	-7.2
21	CCCN1C=CC(=C2C(=O)c3ccccc3C2=O)C=C1	-5.2	-7.6	-1.0	2.1	9.0	-1.1	-9.3	-14.4	-14.6
22	CCc1cccc(C)c1NC(=S)N(CCN(C)C)C(C)c1cccnc1 (stereo unspecified)	-0.3	-3.5	2.4	-0.1	-1.3	-19.9	-2.0	7.7	-9.4
23	O=C(COC(=O)Cc1cccc(F)c1)NC(=O)NC1CCCCC1	-0.4	0.6	7.2	-0.1	-2.1	-6.5	1.5	4.5	13.2
24	OCC[C@H]1C[C@@H](O)[C@H](O)[C@]2(CCc3ccccc3O2)O1	-0.1	-5.5	-0.5	0.7	0.8	3.2	-1.4	2.2	-0.3
25	CSc1ccc(COC(=O)c2cc([N+](=O)[O-])ccc2N2CCOCC2)cc1	-0.2	65.8*	-4.6	0.3	13.5	-7.0	-0.9	-7.8	-4.3
26	CCC1Cc2[nH]c(=S)[nH]c(=O)c2C(c2ccc(Cl)cc2)O1 (stereo unspecified)	-1.2	-4.7	-4.8	-0.2	-0.8	8.8	-8.9	-3.2	0.3
27	CCCc1nc2ccc(C(=O)OC)cn2c1Cc1ccccc1	-0.8	-1.0	14.3	1.6	-0.5	-9.9	0.2	-3.7	8.8
28	Nc1c(N(CCC2=CCCCC2)C(=O)COc2ccc(F)cc2)c(=O)[nH]c(=O)n1Cc1ccccc1	-0.2	3.2	7.9	x	-6.5	-17.5	-0.5	-6.8	15.3
29	Cc1ccc(/C=C2\CCn3c2nc2cc(C(=O)O)ccc2c3=O)c(C)c1	-0.4	2.9	-7.1	3.3	3.1	3.8	-4.0	-15.3	-2.7
30	C=CCNC(=O)NC(=O)COC(=O)CCCSc1nc2ccccc2[nH]1	-0.4	-8.0	-3.3	0.8	-3.4	-16.3	-5.4	8.9	-19.6
31	O=C(CN(C(=O)c1nsc(Cl)c1Cl)c1ccc(F)cc1)NC1CCCC1	-0.3	0.7	-4.3	0.5	0.4	-12.1	-2.2	5.1	15.6
32	CCCn1c(SCC(=O)Nc2ccc(C(=O)Nc3ccccc3OC)cc2)n[nH]c1=O	0.3	-8.9	-10.0	0.0	5.4	-93.9	-2.7	-5.2	2.9
33	Cc1ccc(C(=O)NC(=C(Cl)Cl)S(=O)(=O)c2ccc(Cl)cc2)cc1	-1.4	13.4	4.2	-0.1	1.5	2.3	-9.9	-2.3	5.9
34	Nc1ccc(NC(=O)NC2CCCCC2)cc1	-0.4	-3.1	-2.3	0.0	3.3	-13.4	-0.1	-2.0	7.0
35	Cc1ccc(/C=C/c2ccc3cccc(O)c3n2)s1	-1.3	15.7	-14.4	0.9	5.9	-53.9	-14.6	-24.3	34.7*
36	COc1ccc(-c2nnc(SCC(=O)Nc3cc(C)on3)o2)cc1	-0.7	-8.1	-3.2	0.7	0.8	-2.9	-6.6	-0.1	-12.3
37	COc1cc(C(=O)Nc2nnc(C(C)(C)C)s2)c([N+](=O)[O-])cc1OC	0.9	-7.8	-10.0	0.4	-1.7	29.0	0.6	-1.2	-1.8
38	COc1ccc(C(=O)N(Cc2nc(-c3ccc(C)cc3)no2)C2CCCCC2)cc1OC	0.3	33.3	-8.2	-1.6	-0.1	-0.5	-1.4	-7.1	2.3
39	CC(=O)Oc1ccc(C(=O)[C@H]2[C@H]3C(=O)N(c4ccc5ccccc5c4)C(=O)[C@H]3[C@@H]3C=CC=NN32)cc1	-0.2	7.3	-21.8	0.2	-11.6	-32.6	-1.7	-51.7	15.5
40	CCOC(=O)Cn1nc(C)c(NC(=O)COc2ccccc2[N+](=O)[O-])c1C	-0.6	-2.9	-3.0	0.8	2.7	16.3	-1.3	8.6	-14.7
41	CC(C)CNc1nc(N)c([N+](=O)[O-])c(NC2CCCCC2)n1	-1.0	4.9	3.1	-0.5	1.1	-2.6	-1.0	-2.5	8.6
42	Nc1nc(SCC(=O)Nc2ccc(Oc3ccccc3)cc2)n[nH]1	-0.7	-72.0	-2.6	-1.5	1.7	-14.1	-4.0	21.1	6.8
43	CCC(=O)N1CCCC1(C)C(=O)Nc1cc(OC)ccc1OC (stereo unspecified)	-0.4	-4.7	-0.7	0.7	-0.6	-0.7	-0.3	3.5	5.5
44	O=C(O)c1cccc(S(=O)(=O)N2CCN(c3ccccn3)CC2)c1	-0.1	-2.1	-1.1	0.3	0.3	8.0	-2.8	-6.5	-9.6
45	N#Cc1nc(-c2cccs2)oc1NCc1ccc2c(c1)OCO2	-1.6	10.3	-3.8	1.8	-0.5	-4.3	-9.9	7.4	8.3
46	CCN(CC(=O)Nc1ccc(NC(C)=O)cc1)c1ccc(C(F)(F)F)cn1	-0.8	-5.1	2.1	-0.2	2.0	2.6	-7.2	1.7	4.9
47	O=C(c1ccc(N2CCCC2=O)cc1)N1CCCCCC1	-0.3	-6.4	-2.5	0.0	7.0	6.3	-1.7	1.7	-6.6
48	CCOC(=O)C1C(=O)NC(N2CCN(Cc3ccccc3)CC2)=NC1c1ccccc1 (stereo unspecified)	-0.5	-6.0	5.5	-1.6	-0.4	-6.1	0.5	8.7	-11.4
49	COc1ccccc1-c1nn(-c2ccccc2)cc1C(=O)NC1CC1	-0.4	-4.2	-0.6	-1.2	-4.0	-7.8	-3.2	7.2	-4.2
50	O=C(Nc1ccc(Oc2ccc(C(=O)O)c(C(=O)O)c2)cc1)c1cccs1	0.3	-3.1	6.0	0.9	1.0	12.1	-2.6	-7.2	-1.1

New compounds follow
no.	Molecule	Tb MetRS inh	FAS TE block	eLon inh	MsrA inh	MT1-MMP act inh	MLLE-PAM2 inh	bovine MsrA act	CendR NRP1 mod	SKN-1 block
51	CC(C)CNS(=O)(=O)c1ccc(CCC(=O)N2CCN(c3ccccc3)CC2)cc1	-1.5	-2.7	-8.3	0.4	-2.1	0.5	-14.5	-1.2	-6.3
52	CN(C)CCCn1c2c(c(SCC(=O)Nc3ccc4c(c3)OCO4)nc1=O)CCC2	-0.5	-5.7	4.4	2.4	-3.2	7.2	-2.6	0.8	-3.4
53	CCOc1ccccc1CN1CCN(Cc2cn(C)nc2-c2ccccc2)CC1CCO (stereo unspecified)	-0.9	-3.4	2.5	-0.8	1.1	-7.6	-3.0	6.6	-8.1
54	COc1ccc(COC[C@H](C)[C@H](O)[C@@H](C)[C@H]2OC(=O)[C@@H]2C)cc1	-0.1	-3.5	0.7	0.7	2.7	11.0	2.6	6.2	6.7
55	C=CCSc1nnc(-c2c[nH]c3ccccc23)n1CCOC	1.3	-4.3	4.5	-0.1	7.0	-7.8	-0.6	-9.8	12.1
